Assay outcomes as filed in PubChem BioAssay.
GLP1R ag = agonists of human GLP-1 receptor; P43220; HEK293 GLP-1R CRE-luciferase, luminescence, 4-6 h; cells express a hypersensitive GLP-1R form; Potency, µM (top dose mostly 45.6 µM), for inactives: at the top dose activation, hits mostly activators; 0.007% of 380,000 active; AID 624172; also: potency is read from the fitted curve at half-maximal effect; % of control where 0% means no effect
Target sequence (P43220 whole entry, looked up): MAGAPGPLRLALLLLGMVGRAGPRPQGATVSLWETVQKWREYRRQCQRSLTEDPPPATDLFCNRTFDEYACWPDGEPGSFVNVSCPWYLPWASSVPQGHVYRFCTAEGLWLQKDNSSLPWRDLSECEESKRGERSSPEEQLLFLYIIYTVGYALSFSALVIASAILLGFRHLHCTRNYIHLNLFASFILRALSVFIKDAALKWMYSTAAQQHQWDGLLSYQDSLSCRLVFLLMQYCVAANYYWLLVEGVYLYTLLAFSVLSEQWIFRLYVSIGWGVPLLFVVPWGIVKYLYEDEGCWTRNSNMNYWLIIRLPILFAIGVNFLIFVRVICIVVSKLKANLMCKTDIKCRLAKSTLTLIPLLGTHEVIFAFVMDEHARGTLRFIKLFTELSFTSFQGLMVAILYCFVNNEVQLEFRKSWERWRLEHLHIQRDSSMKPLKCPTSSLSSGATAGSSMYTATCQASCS
DRD3 agonist = D3 dopamine receptor (human) agonism | max activation, % | D3R DiscoveRx beta-arrestin cells, luminescence, 90 min | 0.58% of 410,000 active; in the data active = max activation above about 30%; also: 0% is about no effect; mostly tested at two doses, the higher about 12 µM
Target sequence (P35462 whole entry, looked up): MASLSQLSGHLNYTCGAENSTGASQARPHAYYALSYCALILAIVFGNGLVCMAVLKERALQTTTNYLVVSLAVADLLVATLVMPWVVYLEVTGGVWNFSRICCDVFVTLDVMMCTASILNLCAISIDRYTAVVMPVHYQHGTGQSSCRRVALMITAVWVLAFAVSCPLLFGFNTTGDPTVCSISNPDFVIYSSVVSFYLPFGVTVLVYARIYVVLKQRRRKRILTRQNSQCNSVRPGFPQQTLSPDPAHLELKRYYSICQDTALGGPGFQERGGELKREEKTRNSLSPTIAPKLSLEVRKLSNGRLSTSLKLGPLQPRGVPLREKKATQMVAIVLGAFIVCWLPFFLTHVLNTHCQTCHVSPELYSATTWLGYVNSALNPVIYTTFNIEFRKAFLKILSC
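Agonist mode: compounds and dopamine controls were applied to plated cells for 90 min at 37 degrees C after an overnight attachment at 1500 cells/well. Luminescent read-out followed 30 - 60 minutes at room temperature with DiscoveRx detection reagent.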
HEK293 tox = cytotoxicity in counter-screen for GLP-1R inverse agonists; Potency, µM (top dose mostly 38.3 µM), without a hit: at the highest dose activity change, negative = inhibition, most hits filed as inhibitors; 0.13% of 410,000 active; HEK293 cAMP-luciferase reporter cells, luminescence, 24 h;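 also: loss of luciferase light is scored as toxicity; potency is read from the fitted curve at half-maximal effect; % is scaled to controls: 0 for no effect and ±100 for the full control effect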
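1536-well qHTS counterscreen of the MLSMR; 200 cells/uL, 12 h pre-incubation, 23 nL cpd, 24 h at 37 deg C 5% CO2, luciferase detection reagent, 12 min RT, luminescence. Inhibition = undesired.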
TDP43 rescue = TDP-43 toxicity inhibition in yeast; TDP-43 expressing yeast growth rescue, BacTiter-Glo, 24 h; Potency, µM (series often up to 46.1 µM), without a hit: at the highest dose growth rescue (activation), usual class: activators; 1.8% of 410,000 active; AID 652104; also: potency is read from the fitted curve at half-maximal effect; % of control where 0% means no effect; nearly all actives have a fitted effect of over 50% in size
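Growth rescue of TDP-43-toxic yeast measured as ATP luminescence (BacTiter-Glo). Cells grown to mid-log in raffinose, induced in galactose at OD600=0.02, exposed to compound 24 hr at 30 deg C.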
PTHR1 ag = agonists of human PTHR1 parathyroid hormone receptor; Q03431; HEK293 GP2 PTHR1 cells, GloSensor cAMP luminescence, 1 h; Potency, µM (highest dose often 115 µM), for inactives: at the highest dose activation, hits mostly activators; 0.075% of 410,000 active; AID 743266; also: potency is read from the fitted curve at half-maximal effect; nearly all actives have a fitted effect of over 55% in size; some results filed as inactive show a strong effect at the top dose; inactives centre near -15; many of its hits are not listed in these tables
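HEK-293-derived GP2 cells expressing PTHR1 and a GloSensor cAMP reporter, 3,000/well, plated overnight, given luciferin plus IBMX (each 0.5 mM as added) for 1 h at 37 °C, then compound for 1 h at 37 °C. Luminescence was read after 15 min at room temperature.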
KB-V1 MDR tox = kills drug-selected multidrug resistant KB-V1 cells | KB-V1 MDR cells viability, CellTiter-Glo, 72 h | Potency, µM (highest dose often 46.1 µM), without a hit: at the top dose activity change, negative = cytotoxicity, actives largely listed as cytotoxic | 3.4% of 400,000 active | AID 1347076; also: potency is read from the fitted curve at half-maximal effect; % is scaled to controls: 0 for no effect and ±100 for the full control effect; nearly all actives have a fitted effect of over 60% in size
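Cells of the MDR subline KB-V1 are plated, dosed with compound at multiple concentrations, and incubated 72 h at 37 degrees C; CellTiter-Glo is then added and luminescence read after 10 min.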
DRD3 antagonist = antagonists of human D3 dopamine receptor; D3R cells, DiscoveRx beta-arrestin luminescence, antagonist mode; hits give low values; max response, negative = inhibition, %; 2.5% of 360,000 active; in the data active = max response below about -50%; inconclusive = no clear call, values can overlap the other calls; also: % is scaled to controls: 0 for no effect and ±100 for the full control effect; mostly tested at two doses, the higher about 12 µM
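Cells plated overnight at 1500 cells/well, then exposed to library compounds with dopamine controls for 90 minutes at 37 degrees C. DiscoveRx reagent added for 30–60 minutes at room temperature; luminescence read, quantitative HTS format.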
aSyn rescue = rescues yeast growth from alpha-synuclein toxicity; Yeast expressing alpha-synuclein, growth rescue, BacTiter-Glo, 24 h; Potency, µM (titrated, usually from 46.1 µM), for inactives: at the highest dose growth rescue (activation), usual class: activators; 0.14% of 370,000 active; AID 652106; also: potency is read from the fitted curve at half-maximal effect; % of control where 0% means no effect; nearly all actives have a fitted effect of over 65% in size
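Screening used galactose-induced yeast with toxic alpha-synuclein levels, exposed to compound for 24 hr at 30 deg C. Cell growth, read with BacTiter-Glo luminescence, gave the measured signal.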
GLP1R inv ag = acts as inverse agonist at human GLP-1 receptor. HEK293 GLP-1R CRE-luciferase, luminescence, 24 h; GLP-1R form is constitutively active. Potency, µM (top dose mostly 38.3 µM), inactives show at the top dose activity change, negative = inhibition, usual class: inhibitors. 1.6% of 410,000 active. AID 624417; also: potency is read from the fitted curve at half-maximal effect; % is scaled to controls: 0 for no effect and ±100 for the full control effect; nearly all actives have a fitted effect of over 55% in size
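Seeding at 200 cells/uL, 12 h culture, 24 hr compound treatment, then luciferase reagent and a luminescence read; cells are HEK293 stably expressing a constitutively active GLP-1R plus cAMP-responsive luciferase.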
* = called active by the depositor; i = inactive; ? = inconclusive; · = not tested or not shown; [ ] = dose if it differs, or a comment. Unless noted, calls follow the shape of the dose curve; as a rule, active = well fitted curve in the direction sought with a large enough effect; inconclusive = small, poorly fitted or top-dose-only effect, or another doubt; inactive = no such curve, though single readings can be large; an effect the other way counts as inactive or inconclusive.

SMILES	GLP1R ag	DRD3 agonist	HEK293 tox	TDP43 rescue	PTHR1 ag	KB-V1 MDR tox	DRD3 antagonist	aSyn rescue	GLP1R inv ag
Cc1cccc(N2CCN(C(=O)c3ccc4nc(N5CCC(C)CC5)sc4c3)CC2)c1C	·	-2	0%	9%	-57%[inhibitor]	?	·	·	?
C=CC[n+]1c(/C=C/c2ccc(OC(C)=O)c(OC)c2)ccc2ccccc21	-9%	0	?	2%	i	-19%	2	6%	?
CN(C(=O)COC(=O)/C=C/c1ccc2c(c1)OCO2)c1c(N)n(Cc2ccccc2)c(=O)[nH]c1=O	5%	-16	13%	-21%	i	-1%	-8	-5%	3%
O=c1c2ccccc2nc2n1C(CSc1ccc(Cl)cc1)CN2 (stereo unspecified)	2%	-2	-6%	2%	i	-3%	30	-12%	1%
COc1ccccc1-c1ccc(=O)n(CC(=O)NCc2ccc3c(c2)OCO3)n1	-1%	-2	-28%	-8%	-4%	?	-1	-5%	-10%
Cc1ccc2nc(C(C)(C)C)c(Cc3cccc(F)c3)n2c1	-2%	-2	-12%	8%	-12%	21%	?	10%	?
CCOC(=O)c1ccccc1NC(=O)Nc1cc2c(cc1N1CCCC1)n(C)c(=O)n2C	7%	0	7%	-24%	-20%	-12%	·	·	11%
O=C(COC(=O)c1ccccc1C(=O)N1CCN(c2ccc(F)cc2)CC1)NCc1ccccc1	-1%	5	6%	4%	i	?	0	0%	-2%
O=c1cc(N2CCc3ccccc32)[nH]c(=O)n1-c1ccc(Br)cc1	9%	-5	-16%	10%	i	?	-16	0%	-12%
Cc1ccc(S(=O)(=O)CCC(=O)OCC(=O)N(Cc2ccccc2)C(C)C)cc1	-11%	2	4%	12%	0%	-4%	12	4%	2%
CN(C(=O)C1CCN(S(=O)(=O)c2ccccc2[N+](=O)[O-])CC1)C1CCCCC1	5%	-2	-5%	-16%	-3%	0%	-23	-1%	-24%
COc1ccc(NC(=O)c2noc(C(C)C)c2[N+](=O)[O-])cc1	11%	-13	50%[activator]	5%[0.397 µM]	4%	-6%	7	0%	-16%
Cc1cc2occ(CC(=O)NCc3cccs3)c2cc1C(C)C	?	11	10%	-21%	-40%[inhibitor]	21µM*	-25	20%	?
CC(=O)c1ccc(N2CCN(S(=O)(=O)c3cc4c(cc3C)NC(=O)CO4)CC2)cc1	-1%	-2	-22%	9%	-31%[inhibitor]	12%	-5	-5%	15%
CCC(CC)C(=O)c1c[nH]c(C(=O)O)c1	1%	-6	8%	-13%	10%	24%	-29	0%	11%
O=C(Nc1ccc(S(=O)(=O)Nc2ncccn2)cc1)c1ccccc1NS(=O)(=O)c1ccc(F)cc1	-1%	3	3%	19%	-15%	-2%	-1	5%	17%
Cc1ccc(NC(=O)c2cc(S(=O)(=O)N3CCc4ccccc43)cn2C)c(Cl)c1	·	1	24%	1%	-36%[inhibitor]	·	·	·	-26%
Cc1ccccc1CN1CCN(C(=O)c2ccc(F)cc2)CC1	-3%	-14	-8%	7%	-9%	-2%	-21	7%	-26%
CCOc1ccc(NC(=O)c2ccccc2NC(=O)CN2CCN(C(C)=O)CC2)cc1	10%	2	1%	14%	i	?	19	0%	0%
O=C(c1cccc(Cl)c1)N1c2nc(-c3ccco3)nn2C2(CCCCC2)[C@@H]2CCCC[C@@H]21	·	5	6%	8%	i	·	·	·	12%

Results in GLP1R ag, for some of the entries so far:
| Structure | GLP1R ag |
| --- | --- |
| COc1ccc(NC(=O)c2noc(C(C)C)c2[N+](=O)[O-])cc1 | 11% |
| Cc1cc2occ(CC(=O)NCc3cccs3)c2cc1C(C)C | ? |
| CC(=O)c1ccc(N2CCN(S(=O)(=O)c3cc4c(cc3C)NC(=O)CO4)CC2)cc1 | -1% |

(further entries)
SMILES	GLP1R ag	DRD3 agonist	HEK293 tox	TDP43 rescue	PTHR1 ag	KB-V1 MDR tox	DRD3 antagonist	aSyn rescue	GLP1R inv ag
COc1ccc(S(=O)(=O)N2CCOCC2)cc1NC(=O)CN1CCC(Cc2ccccc2)CC1	-2%	-3	-3%	0%	-16%	12µM*	1	-7%	2%
COc1ccccc1/C=C\C(=O)NCC(=O)N/N=C(\C)Cc1ccccc1	11%	-7	21%	-6%	i	14%	?	0%	-10%
CCN(c1ccc(C(=O)CSc2nnc(C3CC3)n2C2CC2)cc1)S(C)(=O)=O	3%	-2	-11%	11%	-13%	0%	10	4%	16%
CCc1nc2c(OCC(=O)C(C)(C)C)cccn2c1N(C=O)CC(=O)N(C)C	0%	-24	0%	-4%	-23%	0%	-98*	-1%	2%
CN1CCN(C(c2ccccn2)c2cc(Cl)c3cccnc3c2O)CC1 (stereo unspecified)	20%	-18	-30%	-61%[inhibitor]	i	11%	-126*	?	?
CC(SC(C)C(=O)NN=Cc1cccc(Cl)c1)C(=O)NN=Cc1cccc(Cl)c1 (stereo unspecified)	7%	-4	-7%	3%	-3%	?	4	1%	-22%
CCOc1ccccc1CNC(c1ccccc1)c1ccccc1	2%	-3	5%	-9%	-91%[inhibitor]	-8%	-6	-4%	?
Cc1ccc([C@@H]2[C@@H]3C(=O)N(c4ccccc4)C(=O)[C@@H]3[C@]3(C)C(=O)N(Cc4ccc(-c5ccccc5)cc4)CC(=O)N23)o1	-2%	-35	-25%	-4%	-29%	-8%	0	0%	14%
O=C(CS(=O)(=O)Cc1ccccc1)Nc1nc2ccccc2s1	-10%	1	-5%	1%	-5%[57.5 µM]	12%	?	0%	-27%
CCOC(=O)c1cc(C)sc1NC(=O)c1ccc(Cl)s1	-7%	3	8%	13%	-6%	-12%	20	2%	14%
O=C(c1ccc(Cl)c([N+](=O)[O-])c1)N(Cc1cccc(Cl)c1)C1CCS(=O)(=O)C1 (stereo unspecified)	-8%	-7	3%	6%	-24%	-21%	?	-1%	-30%
CCCN(C(=O)c1c(C)oc2ncn(CC(C)C)c(=O)c12)c1ccccc1C	·	2	0%	?	-30%[inhibitor]	0%	·	·	-17%
Cc1oc(/C=N/NC(=O)CC2(C)OCCO2)cc1Br	11%	-7	12%	-6%	0%	-1%	-2	0%	23%
Cc1cc(SC#N)cc(C)c1NC(=O)CCl	12%	-5	?	?	-21%	-18%	-10	7%	?
COC(=O)NNC(=O)c1ccc(C(C)(C)C)cc1	3%	2	15%	-12%	-18%	?	-1	-4%	25%
Cc1cc(NC(=O)CCCN2C(=O)c3cccnc3C2=O)no1	-3%	2	5%	3%	-1%[57.5 µM]	12%	?	0%	0%
COc1ccc(-c2cc(=O)[nH][nH]2)cc1OC	4%	-3	2%	-23%	i	13%	-26	1%	-2%
Cc1cccc(Cn2nc(C(C)(C)C)cc2C(=O)Nc2ccc(F)cc2)c1	0%	20	?	9%	-32%[inhibitor]	?	76	-3%	5µM*
N#CCCn1cc(/C=N/O)c(-c2cccc([N+](=O)[O-])c2)n1	9%	0	-9%	18%	i	4%	-5	7%	6%
Cc1ccc(C2(c3ccccc3)NC(=O)N(CC(=O)N(C)C3CCS(=O)(=O)C3)C2=O)cc1C (stereo unspecified)	-2%	-1	-1%	13%	-34%[inhibitor]	0%	-4	-2%	-23%

Some of these compounds in order of molar mass, descending.
SMILES	GLP1R ag	DRD3 agonist	HEK293 tox	TDP43 rescue	PTHR1 ag	KB-V1 MDR tox	DRD3 antagonist	aSyn rescue	GLP1R inv ag
O=C(c1ccc(Cl)c([N+](=O)[O-])c1)N(Cc1cccc(Cl)c1)C1CCS(=O)(=O)C1 (stereo unspecified)	-8%	-7	3%	6%	-24%	-21%	?	-1%	-30%
Cc1cccc(Cn2nc(C(C)(C)C)cc2C(=O)Nc2ccc(F)cc2)c1	0%	20	?	9%	-32%[inhibitor]	?	76	-3%	5µM*
Cc1cc(NC(=O)CCCN2C(=O)c3cccnc3C2=O)no1	-3%	2	5%	3%	-1%[57.5 µM]	12%	?	0%	0%

Next structures.
SMILES	GLP1R ag	DRD3 agonist	HEK293 tox	TDP43 rescue	PTHR1 ag	KB-V1 MDR tox	DRD3 antagonist	aSyn rescue	GLP1R inv ag
O=[N+]([O-])c1cccc(S(=O)(=O)NCc2ccncc2)c1	3%	13	-3%	-11%	-78%	?	-13	-4%	-23%
O=C1c2cnc3nc(SCc4cccc(Cl)c4)nn3c2CC2c3ccccc3CCN12 (stereo unspecified)	-11%	-8	6%	-4%	i	-10%	-8	3%	4%
CC(CCc1ccc(O)cc1)N(C)CCc1ccccc1 (stereo unspecified)	-1%	-22	1%	-5%	i	-3%	?	1%	0%
O=C1SC(SCc2ccccc2Cl)=N/C1=C\c1ccc(C(=O)O)cc1	-1%	-5	17%	-10%	-9%	3%	0	15%	6%
Cc1nc2ccccc2c(C)c1CC(=O)OC(C)C(=O)NC1(C#N)CCCCC1 (stereo unspecified)	8%	2	-4%	-17%	i	-4%	2	4%	4%
CC(=Nc1ccccc1)C1=C(O)C(Cc2ccccc2)NC1=O (stereo unspecified)	-1%	-13	-16%	-12%	?	-12%	0	-12%	-44%
CCOC(=O)c1cnn(-c2ccccc2)c1-n1cccc1C(=O)C(=O)Nc1ccccc1	-1%	3	-11%	?	i	?	0	1%	?
Clc1ccc(OCCN2CCOCC2)cc1Cl	0%	1	0%	2%	-1%	5%	-66*	-2%	-3%

These rows are one share of the data. The share of hits here may be higher or lower than overall.
